Screens (PubChem)
CHRM4 agonist = human M4 muscarinic receptor agonists, primary screen, CHO-K1 cells, Fluo-8 calcium fluorescence; hit rate 0.14% among 360,000; Muscarinic acetylcholine receptor M4 (Homo sapiens), P08173; activation, % at 3 µM; CHO-K1 hM4/Gqi5; vehicle 0%, full acetylcholine response 100%; AID 624127, 2012;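 active means activation above the run mean over all test wells plus 3 SD, cut at about 32% in these data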;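 further: peak over basal fluorescence ratio per well then scaled between controls; 0% = DMSO wells and 100% = acetylcholine at EC100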
Target sequence (P08173 whole entry, looked up): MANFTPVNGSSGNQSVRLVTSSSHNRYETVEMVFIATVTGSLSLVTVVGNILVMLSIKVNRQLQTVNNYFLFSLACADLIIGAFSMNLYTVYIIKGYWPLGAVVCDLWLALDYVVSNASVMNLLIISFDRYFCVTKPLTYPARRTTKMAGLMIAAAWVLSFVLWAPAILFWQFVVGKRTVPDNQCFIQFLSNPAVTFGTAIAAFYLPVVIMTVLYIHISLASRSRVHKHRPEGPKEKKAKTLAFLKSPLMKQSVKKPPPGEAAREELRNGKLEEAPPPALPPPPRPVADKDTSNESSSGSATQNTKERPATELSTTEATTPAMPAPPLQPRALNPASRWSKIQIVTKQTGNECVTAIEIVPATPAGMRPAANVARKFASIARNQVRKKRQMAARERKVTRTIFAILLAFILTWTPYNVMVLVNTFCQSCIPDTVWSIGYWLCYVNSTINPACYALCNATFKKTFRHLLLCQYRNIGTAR
CHRM4 antagonist = human M4 muscarinic receptor antagonists, primary screen, CHO cells, Fluo-8 calcium fluorescence; Muscarinic acetylcholine receptor M4 (Homo sapiens), P08173; CHO-hM4 cells, ACh EC80; inhibition, % at 3 µM; hit rate 0.73% among 360,000; AID 624125, 2012;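 active means inhibition above its plate's cutoff, the mean inhibition of sample wells plus 3 SD, cut at about 27% in these data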;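 further: 0% = acetylcholine EC80 with DMSO and 100% = DMSO without agonist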
CHRM5 antagonist = human M5 muscarinic receptor antagonists, primary screen, CHO cells, Fluo-8 calcium fluorescence | CHO-hM5 cells, ACh EC80 | AID 624040, 2012 | hit rate 0.59% among 360,000 | inhibition, % at 3 µM | Muscarinic acetylcholine receptor M5 (Homo sapiens), P08912;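 active means inhibition above a per-plate cutoff, the mean of that plate's test compounds plus 3 SD, cut at about 27% in these data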;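 further: 0% = acetylcholine EC80 with DMSO and 100% = DMSO without agonist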
Target sequence (P08912 whole entry, looked up): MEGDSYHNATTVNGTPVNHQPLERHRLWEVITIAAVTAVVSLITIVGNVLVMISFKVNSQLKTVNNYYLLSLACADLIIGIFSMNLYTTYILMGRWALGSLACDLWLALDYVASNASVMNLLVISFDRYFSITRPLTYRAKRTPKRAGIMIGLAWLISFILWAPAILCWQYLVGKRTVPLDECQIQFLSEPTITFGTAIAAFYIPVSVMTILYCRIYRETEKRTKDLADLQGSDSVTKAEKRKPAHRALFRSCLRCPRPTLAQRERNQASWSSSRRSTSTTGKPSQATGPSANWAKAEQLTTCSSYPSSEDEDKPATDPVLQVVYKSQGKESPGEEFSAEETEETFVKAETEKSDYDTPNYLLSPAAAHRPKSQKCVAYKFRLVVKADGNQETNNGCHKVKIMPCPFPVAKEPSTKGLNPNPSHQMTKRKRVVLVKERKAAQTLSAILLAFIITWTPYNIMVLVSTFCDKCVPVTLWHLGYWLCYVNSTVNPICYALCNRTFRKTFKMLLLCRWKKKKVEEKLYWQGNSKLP
M4 PAM = human M4 muscarinic receptor positive allosteric modulators, primary screen, CHO-K1 cells, Fluo-8 calcium fluorescence | CHO-K1 hM4/Gqi5, ACh EC20; 0% = ACh EC20, 100% = maximal ACh | activation, % at 3 µM | Muscarinic acetylcholine receptor M4 (Homo sapiens), P08173 | hit rate 0.4% among 360,000;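 active means activation above its plate's cutoff, the mean activation of sample wells plus 3 SD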; further: some results filed as inactive read as strong as hits
M5 PAM = human M5 muscarinic receptor positive allosteric modulators, primary screen, CHO-K1 cells, Fluo-8 calcium fluorescence; hit rate 0.3% among 360,000; Muscarinic acetylcholine receptor M5 (Homo sapiens), P08912; activation, % at 3 µM; CHO-K1 hM5, ACh EC20 PAM; 0% = ACh EC20, 100% = ACh EC100;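 active means activation above the run cutoff, the mean activation of all test compounds plus 3 SD, cut at about 18% in these data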
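Test system: CHO-K1 hM5 cells / Doses: single-point, 3 µM nominal / Times: Post-acetylcholine fluorescence recording 140 s / Technique: Fluo-8 calcium fluorescence / Measure: Max/basal fluorescence ratio as % of EC20–EC100 ACh window / Benchmarks: low control EC20 acetylcholine (0%), high control EC100 acetylcholine (100%) / Replicates: one well per compound, no replicates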
CRFBP-R2 agonist = agonists of CRF-BP/CRF-R2 complex, primary screen, cell-based, HEK293, calcium dye fluorescence, uHTS. calcium dye fluorescence (FLIPR); percent of saturating CRF peptide response. activation, % at 13.2 µM. hit rate 0.46% among 350,000. AID 588473, 2011;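 active means activation of at least 50%, plus an integration ratio under a set limit after plate pattern correction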;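 further: plate controls were neutral control wells without compound for no effect and CRF at EC100 for full effect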
CHRM5 agonist = human M5 muscarinic receptor agonists, primary screen, CHO-K1 cells, Fluo-8 calcium fluorescence; Muscarinic acetylcholine receptor M5 (Homo sapiens), P08912; CHO-K1 hM5 cells; 0% DMSO wells, 100% maximal acetylcholine response; activation, % at 3 µM; hit rate 0.19% among 360,000;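 active means activation above the run's mean over test compounds plus 3 SD, cut at about 23% in these data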;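 further: signal is peak over basal fluorescence ratio across the kinetic read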
IDE cell inh = human IDE inhibitors in live cells, primary screen, fluorescence polarization, HEK cells, FAbetaB substrate | hit rate 0.41% among 320,000 | FAbetaB cleavage | Insulin-degrading enzyme (Homo sapiens), P14735 | inhibition, % at 5.59 µM;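 active means percent inhibition above the average of all tested compounds plus 3 SD, set per screening campaign, cut at about 16% in these data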;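 further: IDE supplied by intact live HEK cells; FP after avidin binding of uncleaved biotin substrate so inhibition keeps polarization high; 0% = DMSO wells and 100% = 60 µM reference IDE inhibitor Ii1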
CRFR2-BP antag = antagonists of CRF-BP/CRF-R2 complex, primary screen, cell-based, HEK293, calcium dye fluorescence, uHTS; CRF-induced calcium fluorescence; inhibition, % at 11.8 µM; hit rate 0.59% among 350,000;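 active means inhibition of the ligand-induced calcium signal above about 50% at the single tested concentration, limit read from the data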
* hit, by the source's call; . = no result given.

entry	SMILES	CHRM4 agonist	CHRM4 antagonist	CHRM5 antagonist	M4 PAM	M5 PAM	CRFBP-R2 agonist	CHRM5 agonist	IDE cell inh	CRFR2-BP antag
1	O=C1C(Cl)=C(Nc2ccc3cn[nH]c3c2)C(=O)c2ccccc21	-2.4	39.1*	28.5*	-14.6	-16.5	-3.8	-9.0	5.8	95.1*
2	CCC(=O)N1Cc2cc(C(=O)NCc3cccc(F)c3)nc(-c3cccc(C4=CCCC4)c3)c2[C@H]1CCO	3.5	6.0	-3.4	-5.9	1.6	.	-0.1	.	.
3	COc1ccccc1C(=O)OCc1cc(=O)n2ccsc2n1	2.5	-17.1	4.0	0.8	6.4	-0.4	2.7	-1.0	-9.2
4	CCNc1nc(NCC)nc(Nn2cnnc2)n1	0.5	-9.6	-2.8	4.3	3.5	-0.6	-0.4	-5.8	0.3
5	Cc1cc(C(=O)NCc2ccc3c(c2)OCO3)ccc1[N+](=O)[O-]	6.6	-3.1	11.8	0.1	-6.5	-1.2	0.0	-1.3	9.4
6	COc1cc(C(=O)NC(=S)Nc2ccc(Cl)cn2)cc(OC)c1OC	0.9	-32.2	-9.1	15.4	7.0	1.3	-3.4	4.6	-9.9
7	CC(C)n1cnc2c(NCc3ccccc3)cc(Cc3ccc(F)cc3)cc21	5.0	-0.5	9.4	12.2	4.5	-1.5	4.0	-1.3	-16.1
8	CCCc1nc2sc(C(=O)OCC)c(N)c2c2c1COC(C)(C)C2	0.2	-0.1	7.5	10.3	2.1	1.3	-0.1	-0.4	-13.9
9	O=C(NC(=S)Nc1ccc2[nH]c(=O)[nH]c2c1)c1ccccc1[N+](=O)[O-]	-0.2	0.9	14.7	10.5	-5.3	-0.6	-5.3	2.4	-1.4
10	COc1ccc(Cl)c2sc(N(Cc3cccnc3)C(C)=O)nc12	-0.1	-7.0	10.5	-4.1	4.3	-2.1	-4.6	2.3	4.6
11	CCCn1nc(C(=O)OCC(=O)Nc2cccc(OC)c2)c2ccccc2c1=O	3.6	-10.8	-4.2	3.6	6.1	1.6	0.4	6.8	-2.7
12	O=C(Nc1cc(S(=O)(=O)N2CCCCCC2)ccc1OCC(F)(F)F)c1ccc(=O)[nH]c1	0.0	5.4	10.6	8.7	2.0	-1.1	-0.5	3.5	-6.1
13	CC(=O)Nc1ccc(S(=O)(=O)NCc2nnnn2-c2ccc(Cl)cc2)cc1	0.7	-0.3	7.2	3.0	-3.9	2.3	-1.8	-1.8	-2.9
14	CCC(C)(C)NC(=O)C(c1ccc(F)cc1)N(Cc1ccccc1)C(=O)c1cnccn1 (stereo unspecified)	1.7	-0.9	-3.0	4.1	2.0	-4.2	1.4	5.7	-18.0
15	CC(=O)c1ccc(S(=O)(=O)N(C)CC(=O)Nc2ccc(C)cc2)cc1	1.7	-3.3	3.6	6.5	0.9	0.6	5.8	1.0	-0.2
16	COC(=O)c1c(C)oc2ccc(OC(=O)c3cccs3)cc12	3.6	7.4	7.3	-2.6	-18.0	-1.2	-3.2	0.2	4.9
17	COCCNC(=O)NC(=O)COC(=O)C1(c2ccc(Cl)cc2)CC1	0.7	-4.0	-3.7	3.9	2.0	0.1	-1.3	4.0	-10.2
18	CCCNc1nc(C)nc2c1cnn2CCc1ccccc1	1.3	0.8	0.5	-3.3	-0.5	2.6	0.1	1.3	-0.2
19	COc1ccc(C)cc1NC(=S)NN1CCN(C)CC1	-0.1	4.2	4.5	-3.8	-4.5	2.0	-4.7	-5.7	-13.7
20	CCOC(=O)C1=NNC2(CC(=O)N(c3cccc(C)c3)C2=O)C1 (stereo unspecified)	0.5	-1.5	7.7	-4.1	1.4	-4.7	-2.9	1.7	10.5
21	COc1ccc(-c2nn(-c3ccccc3)cc2C2CC(c3cccs3)=NN2C(=O)CCCC(=O)O)cc1 (stereo unspecified)	3.5	-6.7	3.9	1.1	-2.9	-0.2	1.2	4.4	0.1
22	COc1ccccc1NC(=O)CSc1nnc(Cc2cc(=O)[nH]c(=O)[nH]2)n1-c1ccccc1	0.8	-9.6	0.8	16.8	-2.0	0.9	-2.5	18.5*	9.1
23	Nc1cccc(-c2ccc(CO)o2)c1	0.5	2.3	3.1	3.2	1.4	-0.2	0.6	0.5	2.1
24	Cc1c([N+](=O)[O-])oc2c1C(=O)NCCC2	-0.4	4.4	4.5	-3.6	-2.0	-0.8	-0.1	.	-2.6
25	CC(C)(C)NC(=O)NC(=O)CN1CCN(S(=O)(=O)c2ccc3c(c2)OCCO3)CC1	3.5	-6.7	9.5	2.5	-4.9	0.6	0.6	-2.5	-0.1
26	Cc1cc(N2CCN(C)CC2)nc2ccc(NC(=S)NCCC(C)C)cc12	3.2	-6.4	9.1	1.5	-3.0	-0.5	-5.1	6.8	-9.5
27	COc1cccc(CNC(=O)C2CCN(S(=O)(=O)N3CC(C)CC(C)C3)CC2)c1 (stereo unspecified)	0.4	-3.6	-12.7	-8.5	-2.7	-0.4	4.7	9.1	8.0
28	COc1ccc(CNC(=O)N2CCN(c3cccc(Cl)c3)CC2)cc1OC	12.1	8.7	17.2	-4.5	-5.8	-1.8	3.7	-8.3	7.7
29	CCOc1nc(-c2ccccc2)c2cc(C)ccc2n1	-1.6	10.9	2.9	-2.8	-1.5	-0.5	-2.9	3.0	1.5
30	CCOCCCN(C(=O)c1snc(C(N)=O)c1N)C(C(=O)NCCC(C)C)c1ccc(F)cc1 (stereo unspecified)	2.1	-1.3	6.5	0.2	-5.3	-2.0	-2.1	1.1	8.2

(listing goes on)
entry	SMILES	CHRM4 agonist	CHRM4 antagonist	CHRM5 antagonist	M4 PAM	M5 PAM	CRFBP-R2 agonist	CHRM5 agonist	IDE cell inh	CRFR2-BP antag
31	Cc1ccc(CNC(=S)NC2CCCCC2)cc1	0.3	2.9	8.7	-2.2	-4.1	0.6	-4.3	.	0.1
32	COc1cc2c(cc1OC)C1=C(C#N)CCC(=NC(=O)c3ccco3)N1CC2	1.9	-3.5	-8.7	0.6	0.4	0.9	-0.4	2.8	1.7
33	CC1CCCN(C(=O)c2ccc(NS(=O)(=O)c3cccc([N+](=O)[O-])c3)cc2)C1 (stereo unspecified)	3.2	-1.5	14.1	-1.7	-7.7	-0.3	3.0	2.8	-2.0
34	CCCCN1C[C@H](CSC)[C@@H](CC(=O)Nc2ccc(OC)cc2)C1=O	1.0	-8.4	0.3	5.0	0.1	0.6	1.9	.	-17.5
35	Cc1ccc(-c2c(C#N)c(N)nc3c2CCCC3)o1	2.7	-6.5	4.3	13.0	5.9	-1.0	0.8	3.5	-23.7
36	CCCCNC(=O)C1(C)CCN1Cc1cccc2c(OC)cc(C(=O)OCC)cc12 (stereo unspecified)	-0.6	-1.3	-6.1	-3.2	-2.0	.	-0.6	.	.
37	CC1=N/C(=C\c2ccc([N+](=O)[O-])cc2)C(=O)N1c1cc(Cl)ccc1C	3.1	-3.6	5.4	7.8	-5.9	-0.1	-1.0	-0.3	7.8
38	CC(=O)Nc1nnc(S(=O)(=O)N2CCN(c3ccc(Cl)cc3[N+](=O)[O-])CC2)s1	2.1	-14.7	8.8	2.6	2.5	-3.8	-1.7	-7.5	-17.5
39	Cc1ccc(SCc2c(C(=O)N/N=C/c3cccnc3)nnn2-c2nonc2N)cc1	19.6	3.4	3.3	-5.4	-4.4	-0.4	4.5	3.9	-2.0
40	N#Cc1nc(COc2ccc(Cl)cc2Cl)oc1N1CCN(c2ccccc2)CC1	0.0	-1.6	4.8	-1.4	-4.8	-4.2	-0.3	5.2	4.9
41	CCOc1cccc(-c2c(C(=O)N/N=C/c3c(F)cccc3Cl)nnn2-c2nonc2N)c1	5.9	12.7	6.0	-1.3	-2.1	0.7	0.4	-5.4	-11.3
42	Cc1ccc(C(=O)CSc2nnc(-c3snnc3C)n2C2CC2)cc1	1.4	-0.1	8.8	2.1	0.2	-0.6	1.3	8.6	-2.2
43	COc1ccc(OC)c2c1C(=O)C(Cl)=C(Cl)C2=O	0.2	60.5*	23.4	-8.1	-1.4	-0.2	0.0	21.5*	29.4
44	COc1ccc(-n2c(O)c(/C=N/n3cnnc3)c3ccccc3c2=O)cc1	0.0	17.2	-2.9	-4.3	1.0	0.1	-0.6	1.9	-16.5
45	Nc1cc(C(=O)OCC(=O)NCC2CCCO2)ccc1Cl (stereo unspecified)	0.8	-6.4	-1.3	2.2	-2.5	1.1	-0.8	4.4	-13.2
46	OCCN1CCN(c2ncnc3nc[nH]c23)CC1	0.3	-10.4	1.3	-2.7	-4.0	-0.7	2.2	-0.9	10.1
47	COc1ccccc1CNCc1ccc(OC)c(OC)c1OC	0.8	1.9	0.8	4.5	0.1	-1.5	-0.7	2.7	-1.7
48	O=S(=O)(O)c1cc(Cl)cc(N=Nc2ccc(O)cc2O)c1O	-0.1	-11.2	-1.4	5.8	-4.9	1.8	4.1	.	-16.6
49	COc1ccc(/C=N/Nc2nc(N3CCCC3)nc(N3CCCC3)n2)cc1O	8.9	-6.8	10.2	1.0	-17.8	-1.0	-1.6	-5.3	-11.9

3 compounds out of the list above, ordered by the value under IDE cell inh, lowest first.
#	structure	CHRM4 agonist	CHRM4 antagonist	CHRM5 antagonist	M4 PAM	M5 PAM	CRFBP-R2 agonist	CHRM5 agonist	IDE cell inh	CRFR2-BP antag
16	COC(=O)c1c(C)oc2ccc(OC(=O)c3cccs3)cc12	3.6	7.4	7.3	-2.6	-18.0	-1.2	-3.2	0.2	4.9
30	CCOCCCN(C(=O)c1snc(C(N)=O)c1N)C(C(=O)NCCC(C)C)c1ccc(F)cc1 (stereo unspecified)	2.1	-1.3	6.5	0.2	-5.3	-2.0	-2.1	1.1	8.2
33	CC1CCCN(C(=O)c2ccc(NS(=O)(=O)c3cccc([N+](=O)[O-])c3)cc2)C1 (stereo unspecified)	3.2	-1.5	14.1	-1.7	-7.7	-0.3	3.0	2.8	-2.0
